Growth percent in the NCI-60 one-dose screen (48 h, 10 µM unless noted): 100 = growth as untreated, 0 = no growth, -100 = all killed.
NCI-H460 – NCI-H460 lung cancer. 82,000 compounds, 6.8% hits. AID 1794736
NCI-H226 – NCI-H226 lung cancer | 79,000 compounds, 3.5% hits | AID 1794732
COLO 205 – COLO 205 colon cancer | AID 1794742 | 79,000 compounds, 7.3% hits
SK-OV-3 – SK-OV-3 ovarian cancer cells; 80,000 compounds, 3.2% hits
NCI-H23 – NCI-H23 lung cancer | 80,000 compounds, 4% hits | AID 1794731
NCI-H322M – NCI-H322M lung cancer; 80,000 compounds, 2.7% hits; AID 1794733
IGROV1 – IGROV1 ovarian cancer; 79,000 compounds, 4.7% hits; AID 1794786
NCI-H522 – NCI-H522 lung cancer | 78,000 compounds, 8% hits | AID 1794739
NCI/ADR-RES – NCI/ADR-RES ovarian cells. 81,000 compounds, 4.4% hits. AID 1794790
* = called active by the depositor; / = no result given. Rule for the calls: active = growth percent below 10; inactive = the rest.

1) O=C(NNC1=Nc2cccc3cccc1c23)c1ccc(Br)cc1
2) CC1CCCC(O)(C(C(=O)O)c2ccccc2)C1 (centres undefined)
3) O=C(O)CCCN1C(=O)/C(=C/c2cn(-c3ccccc3)nc2-c2ccc([N+](=O)[O-])cc2)SC1=S
4) CC(=O)C(CCCN(C)C)(c1ccccc1)c1ccccc1
5) O=C(CSc1nnc(COc2cnc3ccccc3n2)o1)Nc1cc(Cl)ccc1Cl
6) COc1cc(-c2nc3ccc(/C=C/C(=O)c4cc(OC)c(OC)c(OC)c4)cc3s2)ccc1F
compound no.	1	2	3	4	5	6
NCI-H460	53	105	26	108	104	98
NCI-H226	113	107	65	91	95	93
COLO 205	105	103	103	102	111	85
SK-OV-3	97	107	59	93	115	102
NCI-H23	85	95	75	95	90	87
NCI-H322M	80	115	44	99	100	98
IGROV1	64	118	58	104	98	98
NCI-H522	92	/	84	78	95	89
NCI/ADR-RES	87	98	43	94	94	89

7) COc1ccc(C(=O)/C=C/c2sc(Cl)nc2Cl)cc1
8) O=C(CNc1ccc(Cl)cc1)N1CCN(c2ncnc3c2cnn3-c2ccccc2)CC1
9) CC(C)(C)CC(C)(C)N1CNC(=S)NC1
10) C(=N\OCc1ccccc1)/c1ccccn1
11) CCc1ccc(C2=C/C(=C/c3ccc(Cl)cc3)C(=O)N2CCc2ccc(S(N)(=O)=O)cc2)cc1
12) CCN1CCC[C@H]1c1cc(O)c2c(c1OC)C[C@H]1C[C@H]3[C@H](N)C(=O)C(C(N)=O)=C(O)[C@@]3(O)C(=O)C1=C2O
compound no.	7	8	9	10	11	12
NCI-H460	30	62	102	115	2.7*	2.8*
NCI-H226	41	61	116	105	29	1.5*
COLO 205	1.5*	86	118	117	-35*	-19*
SK-OV-3	39	76	101	110	46	-1.9*
NCI-H23	8.4*	/	104	103	34	-17*
NCI-H322M	93	71	128	104	54	-2.4*
IGROV1	11	63	/	101	28	-6.0*
NCI-H522	19	50	70	95	6.0*	-21*
NCI/ADR-RES	1.4*	73	113	110	52	9.3*

Filtered by structure, the entries above with a COOH group.
2) CC1CCCC(O)(C(C(=O)O)c2ccccc2)C1 (centres undefined)
3) O=C(O)CCCN1C(=O)/C(=C/c2cn(-c3ccccc3)nc2-c2ccc([N+](=O)[O-])cc2)SC1=S
compound no.	2	3
NCI-H460	105	26
NCI-H226	107	65
COLO 205	103	103
SK-OV-3	107	59
NCI-H23	95	75
NCI-H322M	115	44
IGROV1	118	58
NCI-H522	/	84
NCI/ADR-RES	98	43

The listing continues.
13) Cc1ccc(C(=O)c2ccc(CC(=O)N/N=C/c3c[nH]c4ccccc34)n2C)cc1
14) N#Cc1ccc(C(S(=O)(=O)Cc2ccccc2)S(=O)(=O)Cc2ccccc2)cc1
15) Nc1c(N=Nc2ccc(-c3ccc(N=Nc4c(S(=O)(=O)O)cc5cc(S(=O)(=O)O)c(N=Nc6ccccc6)c(O)c5c4N)cc3)cc2)ccc2c(S(=O)(=O)O)cccc12
16) Cc1nn(-c2ccc(Br)cc2)c2nc3c(nc12)C(=O)CC(C)(C)C3
17) O=c1cc(-c2ccncc2)oc2ccccc12
18) O=C(OCC1OC(n2cnc3c(=S)nc[nH]c32)C(OC(=O)c2ccc(Cl)cc2)C1OC(=O)c1ccc(Cl)cc1)c1ccc(Cl)cc1 (centres undefined)
compound no.	13	14	15	16	17	18
NCI-H460	99	103	105	90	105	93
NCI-H226	94	82	105	78	93	92
COLO 205	109	104	118	118	105	116
SK-OV-3	110	102	112	104	117	46
NCI-H23	94	100	102	75	109	88
NCI-H322M	99	101	99	103	107	92
IGROV1	85	105	113	86	107	82
NCI-H522	81	94	106	77	92	63
NCI/ADR-RES	97	/	104	72	109	95

Along the list, as entered above.
NCI-H460, nos. 13 to 18 → 99, 103, 105, 90, 105, 93

(next part)
19) NC(=O)SCC(=O)Nc1cccc(NC(=O)CSC(N)=O)c1
20) CN(NS(=O)(=O)c1ccccc1)C(=O)c1ccccc1
21) CCN(CC)C(=S)SCn1nc(Cl)c2ccc([N+](=O)[O-])cc21
22) CCCCCCCCCOC(=O)NC1c2ccccc2Oc2ccccc21
23) COc1ccc(OC)c(-c2c(C#N)c(-c3ccco3)nc3c2c(-c2ccccc2)nn3-c2ccccc2)c1
24) CCc1ccc(C(c2ccc(CC)cc2)C(Cl)(Cl)CCl)cc1
compound no.	19	20	21	22	23	24
NCI-H460	96	103	85	99	101	99
NCI-H226	94	103	83	101	90	101
COLO 205	101	94	97	113	119	100
SK-OV-3	106	93	41	87	96	105
NCI-H23	99	104	/	87	97	93
NCI-H322M	96	115	/	103	103	110
IGROV1	106	123	62	98	89	77
NCI-H522	93	/	58	94	82	83
NCI/ADR-RES	100	115	79	92	94	91

25) C/C(=N\N1C(=O)c2ccccc2NC1c1ccccc1)c1c(O)cc(C)oc1=O (centres undefined)
26) COc1cc(CCNc2cnc3cc(N)cc(N)c3n2)cc(OC)c1
27) CCCCNC(=O)C(C)C
28) COc1ccc(-c2nc3c(c(-c4ccc(Cl)cc4)nn3-c3ccccc3)c(-c3ccc(Cl)cc3)c2C#N)cc1
29) CC(=O)OCC1=C(C(=O)O)N2C(=O)[C@@H](NC(=O)Cc3cccs3)[C@H]2SC1
30) Cc1c(O)c(=O)ccn1-c1ccc2scnc2c1
31) COC(=O)CCC(=O)Nc1cc(C)ccc1C
32) CCCCCCCCCCCCNc1ncnc2[nH]ncc12
compound no.	25	26	27	28	29	30	31	32
NCI-H460	73	120	107	105	104	99	102	79
NCI-H226	93	99	99	94	107	92	98	73
COLO 205	97	136	105	112	106	112	109	95
SK-OV-3	89	168	98	110	111	114	102	105
NCI-H23	96	107	97	104	110	99	96	51
NCI-H322M	76	102	104	97	117	93	115	99
IGROV1	74	103	107	108	110	105	111	93
NCI-H522	79	98	104	94	109	98	84	76
NCI/ADR-RES	86	105	103	111	105	67	104	84

Limited to NCI-H460, for 3 of the compounds above:
entry | canonical_smiles | NCI-H460
29 | CC(=O)OCC1=C(C(=O)O)N2C(=O)[C@@H](NC(=O)Cc3cccs3)[C@H]2SC1 | 104
23 | COc1ccc(OC)c(-c2c(C#N)c(-c3ccco3)nc3c2c(-c2ccccc2)nn3-c2ccccc2)c1 | 101
26 | COc1cc(CCNc2cnc3cc(N)cc(N)c3n2)cc(OC)c1 | 120

Compounds above that contain an NH in an aromatic ring:
13) Cc1ccc(C(=O)c2ccc(CC(=O)N/N=C/c3c[nH]c4ccccc34)n2C)cc1
18) O=C(OCC1OC(n2cnc3c(=S)nc[nH]c32)C(OC(=O)c2ccc(Cl)cc2)C1OC(=O)c1ccc(Cl)cc1)c1ccc(Cl)cc1 (centres undefined)
32) CCCCCCCCCCCCNc1ncnc2[nH]ncc12
compound no.	13	18	32
NCI-H460	99	93	79
NCI-H226	94	92	73
COLO 205	109	116	95
SK-OV-3	110	46	105
NCI-H23	94	88	51
NCI-H322M	99	92	99
IGROV1	85	82	93
NCI-H522	81	63	76
NCI/ADR-RES	97	95	84

Screens (PubChem)
